FLuc act counter – affects firefly luciferase, flagging false hits in luciferase stimulation screens | P08659 | activation factor at 10 µM | AID 1027 | 200,000 tested, under 10 active | ATPlite luciferase biochemical, luminescence, 10 min; 0 = ATP-free wells, 1 = DMSO control;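 active = luciferase activation factor, scaled between plate controls, of at least 2 with compound at 10 µM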
Target sequence (P08659 whole entry, looked up): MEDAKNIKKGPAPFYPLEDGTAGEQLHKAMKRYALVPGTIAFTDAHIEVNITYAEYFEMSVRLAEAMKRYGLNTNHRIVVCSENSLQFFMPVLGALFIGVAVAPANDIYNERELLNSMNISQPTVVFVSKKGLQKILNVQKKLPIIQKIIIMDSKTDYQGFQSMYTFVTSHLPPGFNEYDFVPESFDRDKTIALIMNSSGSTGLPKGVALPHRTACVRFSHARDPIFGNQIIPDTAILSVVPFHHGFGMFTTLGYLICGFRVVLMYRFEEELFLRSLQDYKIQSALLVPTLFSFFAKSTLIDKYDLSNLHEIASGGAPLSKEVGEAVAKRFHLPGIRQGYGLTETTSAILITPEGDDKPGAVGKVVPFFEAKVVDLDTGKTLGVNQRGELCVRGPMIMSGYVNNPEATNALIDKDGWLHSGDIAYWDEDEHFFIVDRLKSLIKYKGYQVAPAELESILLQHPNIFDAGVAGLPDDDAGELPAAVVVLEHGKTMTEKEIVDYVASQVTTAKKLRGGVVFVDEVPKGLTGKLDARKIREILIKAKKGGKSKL
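Assay system – cell-free luciferase reagent · Medium – PBS-based ATP solution · Dosing – test compounds dosed from 2 mM stocks in 100% DMSO · Timing – 10 min, room temperature · Technique – light output (luminescence) · Measure – luminescence gain marking luciferase activators · Controls – No-ATP low control, compound-free enzyme-plus-ATP high control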
HMGR II inh – inhibitors of class II HMG-CoA reductase from Enterococcus faecalis. inhibition, % at 10 µM. 0.41% of 190,000 active. purified E. faecalis HMGR, NADPH absorbance 340 nm kinetic;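 active = inhibition above a set limit, the median over all tested compounds plus 3 SD, cut at about 9.5% in these data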;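 also: enzyme runs in reverse so mevalonate oxidation gives rising NADPH absorbance; 0% = complete reaction with DMSO and 100% = background rate lacking mevalonate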
STAT1 activator – STAT1 signaling activation; activation (% of control), % at 5.5 µM; 2.6% of 200,000 active; NIH 3T3 STAT1-luciferase reporter, IFN-gamma, luminescence; 100% = IFN-gamma alone, no compound;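 active = activation above the screen-wide mean activation plus 3 SD, cut at about 130% in these data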;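 also: raw ratio to IFN-gamma control signal so 100% means no change and 0% no light; values of inactives mirror those of a sister screen read the other way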
Redox H2O2 prof – compounds producing H2O2 with reducing agent – biochemical, NIH compound library profiling, artefact control for MLSCN library redox annotation, primary screen; AID 878; DTT-dependent redox cycling H2O2, phenol red/HRP absorbance; 100% = 100 µM peroxide control, 0% = buffer; activation, % at 10 µM; 0.03% of 200,000 active;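 active = activation of at least 50% relative to the plate's high and low controls in the primary single-dose screen; inactive = activation below 50%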;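 also: compound incubated with DTT at 0.8 mM final as the reducing agent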
Hsp70 activator – transcriptional activators of Hsp70; HeLa Hsp70 promoter luciferase reporter, luminescence; scaled: vehicle 0, proteasome-inhibitor control 100%; activation, % at 10 µM; 0.04% of 200,000 active; AID 1203;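 active = activation above the mean across all tested compounds plus 3 SD, cutoff set per campaign, cut at about 5.5% in these data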;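 also: 100% = MG132 at 30 µM as the positive control and 0% = DMSO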
APP transl inh – APP translation inhibition. SH-SY5Y APP 5'UTR-luciferase reporter, luminescence. inhibition, % at 2 µM. 0.82% of 190,000 active;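 active = inhibition above a set limit, derived from the sample mean plus 3 SD, cut at about 45% in these data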; also: values of inactives mirror those of a sister screen read the other way
G6PDH counter – counter-screen for G6PDH assay hits: L. mesenteroides G6PDH inhibition; 0.12% of 200,000 active; Purified L. mesenteroides G6PDH, diaphorase/resazurin coupled fluorescence, 45 min; inhibition, % at 5 µM; in the data active = inhibition above about 50%
NF-kB neuron act – compounds increasing NF-kB expression in human neuronal cells. fold change at 12.5 µM. NF-kB reporter expression; stronger effect = higher value. AID 1239. 1.6% of 190,000 active; in the data active = fold change above about 3.3
APP 5'UTR act – APP 5'UTR luciferase reporter activation; SH-SY5Y APP 5'UTR luciferase reporter, luminescence; zero percent = DMSO vehicle wells; activation, % at 2 µM; 1% of 190,000 active;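 active = activation above a set limit, based on mean plus 3 SD of controls, cut at about 140% in these data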; also: values of inactives mirror those of a sister screen read the other way
FLuc inh counter – inhibits firefly luciferase, flagging false hits in luciferase inhibition screens; P08659; ATPLite firefly luciferase biochemical luminescence, 10 min; inhibition, % at 10 µM; 1.5% of 200,000 active;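 active = inhibition above about 50% when tested at 10 µM, limit read from the data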
An asterisk follows results filed as active; . = no result given.

SMILES	FLuc act counter	HMGR II inh	STAT1 activator	Redox H2O2 prof	Hsp70 activator	APP transl inh	G6PDH counter	NF-kB neuron act	APP 5'UTR act	FLuc inh counter
O=C(Nc1nc(-c2cccs2)c(-c2ccccc2)s1)c1ccco1	1	1	81	-0.1	0.3	-14	5	1.3	14	-2
CC(=O)c1cc2c(cc1N/C(=N/S(=O)(=O)c1ccc(C)cc1)c1ccc(Cl)cc1)OCO2	1	1	97	-0.2	-0.3	-33	-3	1.3	33	-4
CCOCCCNCc1cc(Cl)ccc1OCC	1	1	107	-0.6	-0.4	-22	13	0.92	22	-4
O=C(Nc1ccccc1)ON=C1c2ccccc2-c2ccccc21	1	-2	103	2.4	-0.3	-11	2	1.2	11	-2
COc1ccc(NC(=O)Cn2cc(C(=O)c3ccco3)c3ccccc32)cc1	1.1	0	112	2.1	-0.2	0	-2	0.89	0	-6
CC(C)OC(=O)Nc1ccc2c(c1)N(C(=O)CCN1CCN(CCO)CC1)c1ccccc1CC2	0.6	1	95	-0.7	0.0	-5	20	1.1	5	35
Cc1ccc(CNC(=O)C2=NNC(=O)CC2)cc1	1	-6	94	-1.1	0.1	5	-2	1.1	-5	-1
O=C(Nc1ccc2oc(-c3ccccc3)nc2c1)C1CCCO1 (configuration not stated)	0.5	-1	155*	-0.1	0.2	-147	-2	3.6*	147*	50*
COc1ccc(C2N(Cc3ccccc3)CCN2Cc2ccccc2)cc1[N+](=O)[O-]	1.1	-3	94	-1.4	0.2	-11	7	1.1	11	-8
Brc1ccc(-c2cn3nc4c(nc3n2)CCCC4)cc1	0.6	-7	73	1.3	0.0	-186	-2	2.9	186*	41
O=C(NNC(=O)c1ccccc1[N+](=O)[O-])c1ccccn1	1	4	96	1.9	-0.3	5	19	1.2	-5	0
Cc1cc2c3nonc3ccc2n1C	1.1	-1	101	2.2	-0.5	7	10	1	-7	-7
N/C(=N\OC(=O)COc1ccc(Br)cc1)c1cccnc1	1	-6	106	0.0	-0.1	13	2	1.3	-13	3
CCc1nnc(NC(=O)C2CCCCN2S(=O)(=O)c2ccccc2)s1 (configuration not stated)	1	-8	93	2.0	0.1	2	0	1.2	-2	-4
O=C(NC(=O)N1CCN(c2ccccc2)CC1)c1ccc(Cl)cc1	1	-5	122	1.1	0.0	-32	-2	2.2	32	-2
CCOC(=O)C(CSCC(=O)c1ccc(Cl)cc1Cl)NC(=O)OC(C)(C)C (configuration not stated)	1	-8	99	-2.2	0.0	6	16	0.94	-6	-1
O=C(NCCN1C(=O)C2C3C=CC(C3)C2C1=O)Nc1ccccc1O (configuration not stated)	1	0	106	-1.1	0.1	-4	3	1.2	4	-1
C=CCNC(=S)NNC(=O)c1csc(CC)c1	1	1	97	0.0	-0.2	12	5	1.2	-12	-1
COc1ccc(/C=N/Nc2nc(N3CCCC3)nc(N3CCCC3)n2)cc1O	1.1	-4	106	0.9	0.3	7	10	0.49	-7	-6
Cc1nnc(SCc2ccc(F)cc2)n1NC/C=C/c1ccccc1	1	-2	98	-1.1	0.0	.	7	0.92	.	-1
COc1ccc(C(=O)Nc2cccc(-c3cc4ccccc4oc3=O)c2)cc1[N+](=O)[O-]	1	-3	100	0.4	-0.4	4	-1	0.92	-4	-1
CCOCCCn1c(SCC(=O)Nc2ccc(C(N)=O)cc2)nc2ccccc2c1=O	1	-5	104	2.9	-0.2	-9	-2	1.4	9	-3
Cc1cccc(C(=O)NNC(=O)c2ccc(-c3ccccc3)cc2)c1	1	-3	94	1.0	-0.3	9	7	0.81	-9	-5
CC(=O)COc1ccc2c(-c3cccc([N+](=O)[O-])c3)cc(=O)oc2c1	1.1	-10	100	-0.5	0.1	15	4	1.3	-15	-6
CCn1nnnc1SCC(=O)NCc1ccc2c(c1)OCO2	1.1	-9	94	0.0	-0.1	-15	0	1.1	15	-6
CCOC(=O)C1=C(C)NC2=C(C(=O)CCC2)C1c1cc(OC)ccc1OC (configuration not stated)	1.1	-2	91	0.1	0.3	5	15	1.3	-5	-6
COc1ccc(CNC(=O)c2c([S-])n(-c3ccc(C)cc3)c3cccc[n+]23)cc1	1	-9	94	-2.0	-0.3	-16	7	0.78	16	-1
N#Cc1c(NC(=O)CSc2ncccn2)oc(-c2ccccc2)c1-c1ccccc1	.	.	100	0.8	-0.1	4	.	.	-4	.
O=C1C(Cl)=C(N2CCCCC2)C(=O)C(Cl)=C1c1cnc(N2CCCCC2)s1	0.8	2	90	1.1	-0.1	37	34	0.73	-37	18
COc1cc(-c2nnc(SCC(=O)OC3CCCCC3)o2)cc(OC)c1OC	1.1	2	91	0.3	-0.4	-3	-3	1.3	3	-6
COc1cc2c(cc1Cl)/C(=C\CCN(C)C)c1ccccc1S2	1	-5	102	-0.5	-0.6	-6	7	1.2	6	-3
COc1ccc2cc(C(=O)OC(C)C)sc(=O)c2c1OC	1	0	101	0.6	0.5	-15	4	1.5	15	-2
CCn1c(O)c(C2=NCCCC2)c2ccccc21	1	-1	99	1.5	-0.6	-5	-3	1.2	5	-4
Cc1ccc(C(C(=O)NC2CCCC2)N2CCc3ccccc32)cc1 (configuration not stated)	1	-8	96	-0.4	-0.1	-1	6	1.1	1	-3
CCCc1[nH]n(-c2nc3ccccc3s2)c(=O)c1C=NCC(C)C	1	-6	97	0.2	-0.1	0	6	1	0	-1
O=C(CN1CCCCC1CO)c1ccc(OC(F)F)cc1 (configuration not stated)	1	-3	95	-0.9	-0.4	0	-4	1.3	0	-2

Another view of part of the listing above.
Compound | FLuc act counter | HMGR II inh | STAT1 activator | Redox H2O2 prof | Hsp70 activator | APP transl inh | G6PDH counter | NF-kB neuron act | APP 5'UTR act | FLuc inh counter
O=C(CN1CCCCC1CO)c1ccc(OC(F)F)cc1 (configuration not stated) | 1 | -3 | 95 | -0.9 | -0.4 | 0 | -4 | 1.3 | 0 | -2
CCn1nnnc1SCC(=O)NCc1ccc2c(c1)OCO2 | 1.1 | -9 | 94 | 0.0 | -0.1 | -15 | 0 | 1.1 | 15 | -6
CCOC(=O)C1=C(C)NC2=C(C(=O)CCC2)C1c1cc(OC)ccc1OC (configuration not stated) | 1.1 | -2 | 91 | 0.1 | 0.3 | 5 | 15 | 1.3 | -5 | -6
CCn1c(O)c(C2=NCCCC2)c2ccccc21 | 1 | -1 | 99 | 1.5 | -0.6 | -5 | -3 | 1.2 | 5 | -4
N#Cc1c(NC(=O)CSc2ncccn2)oc(-c2ccccc2)c1-c1ccccc1 | . | . | 100 | 0.8 | -0.1 | 4 | . | . | -4 | .
COc1cc(-c2nnc(SCC(=O)OC3CCCCC3)o2)cc(OC)c1OC | 1.1 | 2 | 91 | 0.3 | -0.4 | -3 | -3 | 1.3 | 3 | -6

Carrying on.
SMILES	FLuc act counter	HMGR II inh	STAT1 activator	Redox H2O2 prof	Hsp70 activator	APP transl inh	G6PDH counter	NF-kB neuron act	APP 5'UTR act	FLuc inh counter
CCN(CC(=O)c1c(N)n(C)c(=O)n(C)c1=O)c1cccc2ccccc12	1.1	2	95	0.7	-0.6	-4	9	0.72	4	-6
CCOc1cc(S(=O)(=O)N(CC)CC)ccc1Br	1	-4	102	2.5	-0.5	-2	-7	1	3	-2
COc1ccc(C2CC2C(=O)c2ccccn2)cc1 (configuration not stated)	0.9	-4	114	-1.2	0.1	-31	-1	2	31	6
COc1ccc(Cl)cc1C(=O)Nn1c(C)nc2ccccc2c1=O	1	-5	102	-0.2	-0.2	3	4	0.95	-3	-4
CCCNC(=O)C/C(C)=N/NC(=O)C(=O)Nc1ccccn1	1	-10	113	-0.4	-0.2	-3	14	1.1	3	-1
CCN(CC)C(=O)CN(c1ccc(F)c(Cl)c1)S(C)(=O)=O	1.2	0	97	2.0	0.0	15	8	1	-15	-17
O=C(Nc1ccccc1)N(Cc1ccc(Cl)cc1)CC(O)C(F)(F)F (configuration not stated)	1	4	95	-12	0.0	-12	9	1.1	12	2
Fc1ccc2nc(Nc3nc4cc5c(cc4s3)OCO5)sc2c1	1	-5	111	0.1	-0.2	-87	16	1.2	87	5
Cc1ccc(C2N(C)c3ccccc3-c3nc4ccccc4n32)o1 (configuration not stated)	1.1	-2	93	0.5	-0.5	0	2	0.89	0	-7
O=C(CSc1nc2ccccc2[nH]1)Nc1cccc(S(=O)(=O)N2CCOCC2)c1	1	-1	93	-0.1	-0.2	-7	-5	1	7	-4
O=C(O)CSc1nnc(COc2cccc3cccnc23)n1-c1ccc(Cl)cc1	1.1	-1	100	-0.4	0.1	-10	3	.	10	-9
CCN(CC)CCN1C(=O)C(=O)/C(=C(/O)c2c(C)[nH]c(C(=O)OC)c2C)C1c1ccccc1OC (configuration not stated)	1	-1	88	2.6	-0.2	11	16	1.2	-11	-4
CN1C(=O)N(C)C2(c3ccccc3)Nn3c(s/c(=C/c4ccccc4)c3=O)=NC12c1ccccc1 (configuration not stated)	1.1	-1	88	0.8	0.1	-18	4	1.2	18	-6
c1ccc(CCC2CCCCN2Cc2nc(-c3ccc4c(c3)OCO4)no2)nc1 (configuration not stated)	1	-4	105	0.4	0.2	7	2	1.2	-7	-3
COc1cc(C)c(Cl)c(C)c1S(=O)(=O)NC1CC(C)(C)NC(C)(C)C1	1.1	-4	105	-3.7	-0.2	2	6	1.3	-2	-5
CCCn1c(=O)c2c(nc(Br)n2CCC)n(C)c1=O	1.1	-2	101	1.6	-0.2	8	7	1.2	-8	-5
O=C(CN1CCOCC1)Nc1ccc(S(=O)(=O)NC2CCCCC2)cc1	1	-2	102	-0.8	-0.2	-3	14	0.8	3	-1
O=C(OC(C(=O)Nc1ccc(Cl)cc1C(F)(F)F)c1ccccc1)C1=COCCO1 (configuration not stated)	1.1	1	96	0.3	-0.3	-10	12	1.1	10	-6
Cc1c(CNCc2cccs2)c(C(=O)O)c(C)n1Cc1ccccc1	1	2	105	-0.1	0.0	-1	12	1.2	1	-2
O=C(/C=C/c1c(F)cccc1Cl)Nc1ccncc1	0.7	-3	116	-0.3	-0.1	-60	-2	2.4	60	28
CCN1CCC2(CC1)N=C(c1ccc(F)cc1)C(=S)N2	1	1	97	-1.0	-0.1	0	10	1.1	0	0
Cc1ccccc1OCc1nnc(SCC(=O)Nc2ccc3nc(SCC(=O)NC(C)(C)C)sc3c2)n1C	1	-6	101	0.0	-0.5	15	-55	1.1	-15	-3
Cc1cc(C(=O)N2CCN(S(C)(=O)=O)CC2)sc1-c1ccccc1	1	-1	102	-0.9	-0.3	3	3	1.1	-3	0
Clc1ccccc1-c1nnc2sc(CCc3ccccc3)nn12	1	1	102	3.6	-0.1	1	-6	1	-1	-4
CCn1c(NCc2cccc(OC)c2OC)nc2ccccc21	0.9	4	107	0.8	0.1	-4	7	1.6	.	7
CC1(C(=O)NC(=S)N(CCC#N)c2ccccc2)CC1(Cl)Cl (configuration not stated)	1.1	-1	105	0.1	-0.3	.	10	1	.	-10
CCC(=O)N1CCC(c2ccc(OC)cc2)=N1	0.9	-6	112	0.0	-0.1	10	16	1.8	-10	11
O=C(CC(c1ccccc1)c1ccccc1O)NCc1ccccc1Cl (configuration not stated)	1.1	-1	96	-0.3	-0.1	0	-11	1.1	0	-8
CCOC(=O)CC(=O)Nc1cc(Cl)ccc1O	1	-5	104	-2.1	0.0	2	6	1.1	-2	-2
CSc1nc(SCC(N)=O)c2c3c(sc2n1)CN(C)CC3	1	-3	103	-0.5	-0.4	-19	-5	1.1	19	1
O=C(Cn1cnc2c(nnn2Cc2ccc(Cl)cc2)c1=O)OCc1ccccc1	1.1	3	98	4.0	-0.1	9	2	1.3	-9	-7
CC(C)=CCSc1nnc([C@@H](NC(=O)OC(C)(C)C)C(C)C)o1	1.1	-9	102	-1.6	-0.4	-4	-2	1.1	4	-9

Source: PubChem (several laboratories)
